# Source: PubChem (National Center for Advancing Translational Sciences (NCATS))
# TrxR1 substrate: substrates of rat thioredoxin reductase 1. 0.01% of 390,000 active. AID 588456. Potency, µM (series often up to 114 µM), for inactives: top-dose activity change, negative = substrate turnover. purified TrxR1 substrate turnover, NADPH consumption readout. O89049; further: on the % scale 0 is the no-effect control and ±100 the full control effect; nearly all actives have a fitted effect of over 50% in size
#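 Rat TrxR1, dispensed at 90 nM, was prereduced with 400 uM NADPH (final) for 5 min at ~22 deg C, then incubated with compound 15 min before 400 uM selenite. A first-read NADPH fluorescence drop versus no-compound background flagged substrates.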
# RGS4 inh: inhibitors of human regulator of G protein signaling 4; P49798; Transcreener GDP fluorescence polarization, RGS4-accelerated GTP hydrolysis; Potency, µM (titrated, usually from 114 µM), for the others: at the highest dose activity change, negative = inhibition, most hits filed as inhibitors; 0.039% of 390,000 active; further: on the % scale 0 is the no-effect control and ±100 the full control effect; nearly all actives have a fitted effect of over 75% in size; some results filed as inactive show a strong effect at the top dose
#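 MLSMR compounds (23 nl, pin-transferred) preincubated 10 min at room temperature with a 500nM (2x) first reagent, then RGS4 at 900nM (2x) plus Transcreener GDP mix added; fluorescence polarization (620/688 nm) read before and after 90 min at 30 °C.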
# USP1 inh: blocks the human USP1/UAF1 deubiquitinase complex; Potency, µM (top dose mostly 57.1 µM), without a hit: at the top dose activity change, negative = inhibition, most hits filed as inhibitors; O94782; 0.23% of 390,000 active; recombinant USP1/UAF1, Ub-Rhodamine cleavage fluorescence; further: on the % scale 0 is the no-effect control and ±100 the full control effect; nearly all actives have a fitted effect of over 60% in size; inactives centre near -12
#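 USP1/UAF1 complex at 1 nM was preincubated with compound for 15 min at room temperature, then Ub-Rho substrate (150nM final) was added. Fluorescence (480/540 nm) was read kinetically, 6 reads every 60 seconds.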
# ALOX12 inh: inhibitors of human 12S-lipoxygenase ALOX12; P18054; purified 12hLO, xylenol orange hydroperoxide absorbance; Potency, µM (doses to about 108 µM), inactives show top-dose activity change, negative = inhibition, hits mostly inhibitors; 1.1% of 580,000 active; further: on the % scale 0 is the no-effect control and ±100 the full control effect
#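 Purified human 12hLO (150 nM final) in 25 mM Hepes, 0.01% Triton X-100, pH 7.0 was preincubated 15 min at room temperature with compound. Then 40 uM arachidonic acid was added, 30 min. Hydroperoxide was read by Fe-XO absorbance ratio 573/405 nm.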
# mIDH1 inhibitor: blocks human mutant IDH1 R132H enzyme. O75874. IDH1-R132H enzyme, NADPH consumption, diaphorase/resazurin fluorescence. Potency, µM (doses to about 76.6 µM), inactives show at the highest dose activity change, negative = inhibition, actives largely listed as inhibitors. 0.093% of 390,000 active. AID 602179; further: on the % scale 0 is the no-effect control and ±100 the full control effect; nearly all actives have a fitted effect of over 65% in size
#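 IDH1-R132H (0.5 ug/mL dispensed) in pH 7.5 Tris buffer was preincubated 30 min with compound, then given a substrate mix of 0.016 mM NADPH and 2 mM alpha-KG for 80 min at room temperature; remaining NADPH was read by diaphorase/resazurin fluorescence.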
# Vif-A3F inh: inhibitors of Vif-A3F interaction | 0.2% of 390,000 active | Potency, µM (series often up to 46.1 µM), without a hit: top-dose activity, negative = active | AID 602313 | HeLa A3F-eYFP + Vif (tagged APOBEC3F with the HIV-1 protein that degrades it), YFP fluorescence increase; further: % of control where 0% means no effect; nearly all actives have a fitted effect of over 65% in size
#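 HeLa cells stably expressing Vif plus C-terminally eYFP-tagged A3F were seeded, incubated overnight at 37 deg C, dosed with compound, incubated overnight again at 37 deg C. Yellow fluorescence (Ex 488/Em 500-530) reported blocked Vif-mediated A3F-eYFP degradation.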
# Vif-APOBEC3G blk: inhibitors of Vif-APOBEC3G interaction | Q9HC16 | Potency, µM (doses to about 46.1 µM), for the others: top-dose activity, negative = active, actives largely listed as inhibitors | 0.076% of 410,000 active | HeLa A3G-eYFP + Vif (tagged APOBEC3G with the HIV-1 protein that degrades it), YFP fluorescence, overnight | AID 602310;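 further: on the % scale 0 is the no-effect control and ±100 the full control effect; nearly all actives have a fitted effect of over 60% in size; hits raise eYFP signal because A3G escapes Vif-driven loss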
# Target sequence (Q9HC16 whole entry, looked up): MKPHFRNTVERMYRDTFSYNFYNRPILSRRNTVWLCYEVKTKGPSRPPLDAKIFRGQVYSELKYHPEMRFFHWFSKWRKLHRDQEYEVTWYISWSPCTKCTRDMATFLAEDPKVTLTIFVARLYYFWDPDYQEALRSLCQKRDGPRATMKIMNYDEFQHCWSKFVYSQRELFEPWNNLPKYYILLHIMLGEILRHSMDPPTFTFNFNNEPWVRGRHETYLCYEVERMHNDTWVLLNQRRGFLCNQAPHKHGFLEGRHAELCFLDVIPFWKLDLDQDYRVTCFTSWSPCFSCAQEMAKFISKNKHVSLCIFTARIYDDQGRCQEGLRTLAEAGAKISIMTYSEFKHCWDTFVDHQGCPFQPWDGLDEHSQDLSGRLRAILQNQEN
#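 HeLa cells stably expressing Vif and C-terminally eYFP-tagged A3G, seeded overnight at 37 deg C, then exposed to compound by pintool overnight at 37 deg C. Rise in yellow fluorescence (Ex 488/Em 500-530, Acumen) marks blocked Vif-driven A3G degradation.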
# rTrxR1 inhibitor: blocks rat thioredoxin reductase 1; O89049; recombinant rTrxR1, NADPH fluorescence consumption, selenite substrate; Potency, µM (top dose mostly 114 µM), without a hit: top-dose activity change, negative = inhibition, most hits filed as inhibitors; 1% of 390,000 active; further: on the % scale 0 is the no-effect control and ±100 the full control effect; nearly all actives have a fitted effect of over 65% in size
#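 Rat TrxR1 (90 nM in the dispensed reagent) was pre-reduced with 400 uM NADPH for 5 min at room temperature, then incubated with compound for 15 min. After 400 uM selenite was added, NADPH fluorescence (Ex 340/Em 450 nm) was followed for 8 min.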
# RXFP1 ag: RXFP1 (human) receptor agonism; AID 2676; 0.3% of 370,000 active; Potency, µM (series often up to 57.5 µM), for the others: at the top dose activation, most hits filed as activators; HEK293T-RXFP1 cAMP TR-FRET, 30 min; response scale: percent of porcine relaxin response, buffer zero; further: on the % scale 0 is the no-effect control and ±100 the full control effect; nearly all actives have a fitted effect of over 60% in size; many of its hits are not listed in these tables
# Target sequence (Q9HBX9 whole entry, looked up): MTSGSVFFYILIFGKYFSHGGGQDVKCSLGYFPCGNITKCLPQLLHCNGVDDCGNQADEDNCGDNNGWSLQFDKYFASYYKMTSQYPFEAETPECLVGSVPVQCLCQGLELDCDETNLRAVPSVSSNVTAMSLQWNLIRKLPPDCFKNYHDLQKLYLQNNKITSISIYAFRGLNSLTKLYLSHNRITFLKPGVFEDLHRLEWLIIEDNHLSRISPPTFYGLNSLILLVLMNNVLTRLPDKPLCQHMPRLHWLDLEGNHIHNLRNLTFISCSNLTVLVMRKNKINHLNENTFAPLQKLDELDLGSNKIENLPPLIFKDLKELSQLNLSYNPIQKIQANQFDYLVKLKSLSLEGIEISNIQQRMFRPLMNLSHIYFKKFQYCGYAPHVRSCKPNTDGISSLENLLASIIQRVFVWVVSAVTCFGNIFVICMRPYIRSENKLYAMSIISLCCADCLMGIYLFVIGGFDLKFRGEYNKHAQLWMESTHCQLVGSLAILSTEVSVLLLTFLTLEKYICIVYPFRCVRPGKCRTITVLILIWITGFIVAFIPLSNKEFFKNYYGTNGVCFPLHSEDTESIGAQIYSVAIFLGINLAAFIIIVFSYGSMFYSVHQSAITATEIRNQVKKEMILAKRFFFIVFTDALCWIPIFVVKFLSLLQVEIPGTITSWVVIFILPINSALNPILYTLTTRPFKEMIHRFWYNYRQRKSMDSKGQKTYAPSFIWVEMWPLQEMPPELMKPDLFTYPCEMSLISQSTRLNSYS
#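 HEK293 cells stably expressing RXFP1, treated 30 min at 37C with compounds plus PDE4 inhibitor Ro 20174; cAMP measured by HTRF TR-FRET. Normalized to buffer and 29 nM porcine relaxin; EC50 by Hill fit.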
# Active calls of the source: *; ? = inconclusive; . = not tested or not shown; & = joins results of further samples; [ ] = remark or other dose. The call rests on the fitted dose curve; in most records, active means well fitted curve in the direction sought with a large enough effect; inconclusive means small, poorly fitted or top-dose-only effect, or another doubt; inactive means no such curve, though single readings can be large; an effect the other way counts as inactive or inconclusive. Potency means the concentration at half of the fitted maximal effect.
nr	canonical_smiles	TrxR1 substrate	RGS4 inh	USP1 inh	ALOX12 inh	mIDH1 inhibitor	Vif-A3F inh	Vif-APOBEC3G blk	rTrxR1 inhibitor	RXFP1 ag
1	CN(C)c1ccc(C2/C(=C(/O)c3ccc(Br)cc3)C(=O)C(=O)N2C)cc1 (stereo not given)	-4%	9%	-15%	5.6µM*	-11%	-18%	1%	4%	1.6%
2	O=C(Nc1ccc2c(c1)CCC2)C1CCCO1 (stereo not given)	35%[activator]	1%	-17%	-10%	2%	-12%	-3%	18%	-0.1%
3	CC(=O)N1CCC(N(CCN2CCOCC2)C(=S)Nc2cccc(C)c2C)CC1	-9%	3%	9%	18%	6%	0%	-1%	-14%	-0.6%
4	O=C(NC1CC1)c1ccc(C2SCC(=O)N2Cc2ccccc2)cc1 (stereo not given)	1%	-5%	-9%	-9%	10%	-8%	2%	26%	0.4%
5	O=C(CN1CCN(C(=O)CNC(=O)c2ccc3c(c2)OCO3)CC1)Nc1ccc(F)cc1	35%	-21%	-16%	173%[activator]	6%	-2%	3%	84%[activator]	1.2%
6	COc1ccc([N+](=O)[O-])cc1N(CC(=O)NCCSc1ccc(C)cc1)S(C)(=O)=O	-9%	-14%	-15%	-6%	3%	-8%	2%	5%	1.5%
7	CCCCOc1ccc(-c2cc3c(=O)n(CC(=O)Nc4ccc(Cl)cc4Cl)ccn3n2)cc1	-2%	14%	-6%	-29%	4%	0%	2%	24%	1.6%
8	O=C(CN1CCCC1c1ccc2c(c1)OCCO2)NC(=O)Nc1ccccc1 (stereo not given)	-5%	-1%	-20%	43%[activator]	16%	-4%	0%	11%	0.6%
9	COc1ccc(OC)c(NC(=O)CCn2cccc2)c1	-2%	13%	-25%	0%	1%	-1%	-1%	-4%	-0.5%
10	Cc1ccc(NC(=O)Nc2ccccc2)cc1[N+](=O)[O-]	-5%	-21%	-17%	?	8%	3%	0%	-5%	2.5%
11	CCOC(=O)C1CCCN(C(=O)c2cc3cc(Br)ccc3oc2=O)C1 (stereo not given)	0%	66%[activator]	3%	-1%	0%	-4%	1%	21%	0.1%
12	COc1ccc(C2=C3C(=O)OCC3Cc3ncn(Cc4ccccc4)c32)cc1 (stereo not given)	5%[57.1 µM]	-3%	-21%	0%	3%	5%	1%	8%[57.1 µM]	0.7%

# The last 2 entries of the part before are carried over, then new ones follow.
nr	canonical_smiles	TrxR1 substrate	RGS4 inh	USP1 inh	ALOX12 inh	mIDH1 inhibitor	Vif-A3F inh	Vif-APOBEC3G blk	rTrxR1 inhibitor	RXFP1 ag
11	CCOC(=O)C1CCCN(C(=O)c2cc3cc(Br)ccc3oc2=O)C1 (stereo not given)	0%	66%[activator]	3%	-1%	0%	-4%	1%	21%	0.1%
12	COc1ccc(C2=C3C(=O)OCC3Cc3ncn(Cc4ccccc4)c32)cc1 (stereo not given)	5%[57.1 µM]	-3%	-21%	0%	3%	5%	1%	8%[57.1 µM]	0.7%
13	COc1ccc(C(=O)c2ccc(C)cc2)c(OC)c1OC	-9%	-1%	-8%	?	11%	-2%	?	6%[57.1 µM]	.
14	COc1ccc(-c2nc3cc(NC(=O)CSc4ccc(C)cc4)ccc3o2)cc1	26%	0%	-34%	?	.	.	.	39%[activator]	6.5%
15	CC(C)CC(=O)NC(=S)Nc1ccccc1C(=O)Nc1ccccc1	8%	-23%	-9%	-3%	0%	-9%	1%	12%	0.4%
16	O=S(=O)(c1ccc(-c2cnc(C3CC3)o2)cc1)N1CCN(c2ccccc2)CC1	3%	-24%&-7%	-22%&-21%	-9%&-21%	-1%&13%	-1%&3%	-9%&-2%	20%	1.9%&1.8%
17	O=C(OCCNc1ccc(C(F)(F)F)cc1[N+](=O)[O-])c1cc2ccccc2oc1=O	4%	-14%	116%[activator]	0%	-5%	-2%	1%	9%	1.6%
18	Cc1ccc(F)cc1CNC(=O)C1CCC(=O)N(CCc2ccccc2)C1 (stereo not given)	0%	-15%	-10%	2%	22%	-5%	-3%	20%	-3.2%
19	C=CCSc1nnc(NC(=O)CN2C(=O)NC3(CCCC3)C2=O)s1	-14%	10%	-5%	0%	-2%	-8%	0%	-16%	-1.0%
20	Cc1cccc(C)c1Nc1nnc(SCC(=O)NCc2ccco2)s1	0%	-16%	-2%	-14%	7%	9%	3%	-8%	0.4%
21	Cc1ccc(Cn2c(CNS(=O)(=O)c3ccc(C(C)(C)C)cc3)nc3cccnc32)cc1	-2%[57.1 µM]	-28%	-30%	-17%	6%	-2%	6%	13%[57.1 µM]	1.4%
22	CC(Oc1ccccc1)C(=O)N=C1SC2CS(=O)(=O)CC2N1CCc1ccccc1 (stereo not given)	-6%	12%	-6%	1%	-14%	6%	1%	0%	3.8%
23	C/C=C/C=C/C(=O)OCC(=O)Nc1ccc(Cl)cc1	3%[57.1 µM]	1%	-13%	31%	5%	-12%	0%	-13%[57.1 µM]	0.3%
24	COc1ccc2[nH]cc(C(=O)N3CCCCC3)c(=O)c2c1	52%[activator]	-5%	-22%	0%	4%	1%	0%	17%	-1.0%
25	Cc1csc(Sc2ccc(C(=O)OCC(=O)Nc3ccc(F)cc3[N+](=O)[O-])cc2[N+](=O)[O-])n1	-5%[57.1 µM]	-24%	-4%	-3%	3%	3%	0%	-14%[57.1 µM]	1.8%
26	CN(C1=NC(=O)C(CC(=O)O)S1)c1ccc(O)cc1 (stereo not given)	4%[57.1 µM]	15%	-17%	-14%	1%	0%	2%	21%[57.1 µM]	1.6%
27	CC(=O)Nc1ccc(S(=O)(=O)Nc2cc(C)ccn2)cc1	19%[57.1 µM]	19%	-25%	.	-4%	-1%	0%	6%[57.1 µM]	-0.4%
28	COc1cccc(N(CC(=O)Nc2ccc3c(c2)OCO3)S(=O)(=O)c2ccccc2)c1	1%	-24%	-14%	-22%	7%	-6%	-4%	14%	-0.1%
29	CN(C)CCNC(=O)CCn1nc(-c2ccc(Cl)cc2)ccc1=O	2%	-18%[56.9 µM]	-30%	-15%	-3%	3%	-7%	-3%	1.8%
30	CCOc1ccc(NC(=O)N(C(C)C)C2CCN(C(C)=O)CC2)cc1	6%[57.1 µM]	-6%	-11%	-7%	2%	14%	-6%	12%[57.1 µM]	1.0%
31	CC1(NC(=O)CCc2nc3ccccc3c(=O)[nH]2)CCS(=O)(=O)C1 (stereo not given)	2%	-11%	-14%	0%	3%	4%	2%	31%	2.5%
32	C=Cc1ccc(Cn2c(C(=O)O)c(CNC3CCCCC3)c3ccc(C)cc32)cc1	-4%	12%	?	-26%	0%	-4%	1%	4%	-0.9%
33	COc1cccc(C(C(=O)NC(C)(C)C)N(C(=O)CCC(=O)Nc2cc(C)on2)C2CC2)c1OC (stereo not given)	-3%[57.1 µM]	-5%	-5%	0%	4%	1%	0%	9%[57.1 µM]	2.2%
34	Cn1c(=N)n(CC(O)c2cccc3ccccc23)c2ccccc21 (stereo not given)	9%[57.1 µM]	-10%	-18%	15%	16%	5%	-4%	5%[57.1 µM]	0.2%
35	C=CCN(C(=O)c1csnn1)C(C(=O)NC1CCCC1)c1ccc(F)cc1 (stereo not given)	-11%	24%	-5%	-7%	-2%	9%	-1%	16%[0.0914 µM]	-0.7%
36	CN(Cc1ccccc1)C(=O)c1c[nH]c2ccc(S(=O)(=O)Nc3ccccc3F)cc2c1=O	-2%	9%	-13%	?	-18%	-15%	0%	1%	0.2%

# Along the list, quoted from above:
# Compounds 11 to 19 in ALOX12 inh read -1%, 0%, ?, ?, -3%, -9%&-21%, 0%, 2%, 0%

# Just rTrxR1 inhibitor and ALOX12 inh, for some of the entries so far:
No. | smiles | rTrxR1 inhibitor | ALOX12 inh
31 | CC1(NC(=O)CCc2nc3ccccc3c(=O)[nH]2)CCS(=O)(=O)C1 (stereo not given) | 31% | 0%
32 | C=Cc1ccc(Cn2c(C(=O)O)c(CNC3CCCCC3)c3ccc(C)cc32)cc1 | 4% | -26%

# Later entries
nr	canonical_smiles	TrxR1 substrate	RGS4 inh	USP1 inh	ALOX12 inh	mIDH1 inhibitor	Vif-A3F inh	Vif-APOBEC3G blk	rTrxR1 inhibitor	RXFP1 ag
37	O=C1c2ccccc2NC(c2ccc(-c3ccc(F)cc3)o2)N1O (stereo not given)	6%	-21%	.	40µM*	.	?	-14%	-28%	3.0%
38	NNc1nc2ccccc2nc1C(F)(F)F	-14%[57.1 µM]	?	-2%	?	0%	-15%	0%	30%	3.6%
39	CC(=O)Nc1ccc2nc(NC(=O)c3cccs3)sc2c1	7%	-25%	-3%	-3%	6%	4%	-8%	16%	2.1%
40	CC1CC(C)(C)NC(=S)N1CC(=O)NCc1ccc(F)cc1 (stereo not given)	-3%	9%	-3%	-4%	1%	-11%	1%	-19%	-4.7%
41	O=C(COc1ccc([N+](=O)[O-])cc1)Nc1ccc2c(c1)OCO2	-5%[57.1 µM]	-18%	0%	0%	10%	-9%	1%	24%[57.1 µM]	3.6%
42	CCN1C(=O)[C@H]2[C@@H](c3ccc(-c4ccc(OC)cc4)cc3)N[C@@](CC(C)C)(C(=O)OC)[C@H]2C1=O	15%[57.1 µM]	1%	-18%	0%	9%	0%	-4%	1%[57.1 µM]	0.8%
43	CC(C)C[C@H]1CN([C@@H](CC(C)C)CN2CCCC2CN2C(=S)NC[C@@H]2Cc2ccc(O)cc2)C(=S)N1CC1CCCCC1 (stereo not given in full)	-1%	6%	-20%	0%	-1%	?	1%	22%	.

# Not all compounds are listed (hit frequency here may not be typical).
